Screens (PubChem)
TSG101-PTAP inh = blocks PTAP/TSG101 interaction to inhibit HIV-1 budding | 340,000 tested, under 10 active | Q99816 | Fluorescence polarization, FITC-PTAP peptide / Tsg101 binding | Potency, µM (doses to about 115 µM), inactives show at the highest dose activity change, negative = inhibition, hits mostly inhibitors; active = well fitted inhibition curve with a large enough effect in the main read-out, with a control signal flat, not every such curve was filed as active; inconclusive = small, poorly fitted or top-dose-only effect, or effect the other way, or a change in a side signal; inactive = no such curve, though single readings can be large or run the other way; note: potency is the fitted concentration of half-maximal effect; % of control where 0% means no effect
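Tsg101 binding domain (10 uM final) was mixed with compound and a FITC-labeled PTAP peptide (50 nM final) in HEPES pH 7.5 buffer with NaCl, Tween 20, EDTA and TCEP; fluorescence polarization was read after 20 min at r.t.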
p53 reactivation = re-activators of mutant p53. 320,000 tested, 0.063% active. Potency, µM (top dose mostly 92.2 µM), for inactives: at the highest dose activity change, positive = activation, most hits filed as activators. AID 504706. H1299 p53-A138V BP100-luciferase reporter, luminescence, 24 h; note: potency is the fitted concentration of half-maximal effect; % of control where 0% means no effect; nearly all actives have a fitted effect of over 45% in size
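p53-null H1299 cells stably carrying temperature-sensitive p53-A138V and a BP100-luciferase reporter were pinned with compounds (4-point, 1:5 series) and held 24 hrs at 37 deg C. Luminescence was read 10 min after detection reagent.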
BRCA1 expr act = activators of BRCA1 expression. Potency, µM (highest dose often 46.1 µM), for the others: top-dose activation, usual class: activators. 380,000 tested, 1.1% active. MCF7-BRCA1-FFLuc reporter, luminescence, 48 h; response scale: scaled: vehicle 0%, 10 µM genistein 100%; note: potency is the fitted concentration of half-maximal effect; nearly all actives have a fitted effect of over 80% in size; some results filed as inactive show a strong effect at the top dose
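48 h compound treatment of MCF7-BRCA1-FFLuc cells (phenol-red free MEM, 37 °C), then 15 min with luciferase substrate and luminescence imaging.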
Eya2 phos inh = inhibitors of human Eya2 phosphatase activity; O00167; recombinant Eya2, OMFP fluorescence dephosphorylation (OMFP is methylfluorescein phosphate); Potency, µM (top dose mostly 76.9 µM), for inactives: top-dose activity, negative = inhibition, most hits filed as inhibitors; 330,000 tested, 0.006% active; note: potency is the fitted concentration of half-maximal effect; % is set by controls: 0 for no effect and ±100 for the full control effect
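Eya2 (0.2 uM) preincubated 10 min at ambient with compound, then OMFP substrate added at 50 uM; 10 min reaction in 50 mM HEPES pH 7.5, 50 mM NaCl, 5 uM MgCl2, 0.05% BSA, 1 mM DTT. Fluorescence read at Ex 485/Em 525 nm.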
B2AR arrestin = recruits beta-arrestin to the human beta2-adrenergic receptor. beta-arrestin recruitment to beta2AR, cell-based reporter. Potency, µM (series often up to 46.1 µM), for inactives: top-dose activation, hits mostly activators. AID 492947. P07550. 330,000 tested, 0.02% active;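 note: potency is the fitted concentration of half-maximal effect; 0% = DMSO controls and full agonism = EC100 isoproterenol or metaproterenol; nearly all actives have a fitted effect of over 65% in size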
Target sequence (P07550 whole entry, looked up): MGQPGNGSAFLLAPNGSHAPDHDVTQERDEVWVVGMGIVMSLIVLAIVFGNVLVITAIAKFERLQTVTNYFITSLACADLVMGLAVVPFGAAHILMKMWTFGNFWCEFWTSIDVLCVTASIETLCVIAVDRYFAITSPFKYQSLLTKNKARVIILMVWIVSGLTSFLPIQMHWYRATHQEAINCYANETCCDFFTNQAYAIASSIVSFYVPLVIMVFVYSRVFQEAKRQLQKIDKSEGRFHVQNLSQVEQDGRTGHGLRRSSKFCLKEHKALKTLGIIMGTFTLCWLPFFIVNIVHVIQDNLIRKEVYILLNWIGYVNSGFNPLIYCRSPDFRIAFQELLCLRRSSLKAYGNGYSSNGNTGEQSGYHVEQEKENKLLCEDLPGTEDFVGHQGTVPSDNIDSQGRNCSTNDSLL
ASM inhibitor = blocks human secretory acid sphingomyelinase | P17405 | placental ASM, HMU-PC fluorogenic substrate, 60 min | Potency, µM (series often up to 57.5 µM), inactives show at the top dose activity change, negative = inhibition, actives largely listed as inhibitors | 340,000 tested, 0.006% active; note: potency is the fitted concentration of half-maximal effect
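Human placenta-derived ASM enzyme was preincubated with compound for 10 minutes at room temperature, then given fluorogenic substrate HMU-PC0 (9 uM final) for 60 minutes at 37 °C; a pH 10 stop preceded fluorescence reading at Ex 386/Em 447 nm.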
TRPV1 ag = activates the human vanilloid receptor TRPV1 | 320,000 tested, 0.19% active | TRPV1-expressing cells, Fluo-8 calcium influx, agonist mode | activation, % at 8.33 µM; in the data active = activation above about 80%; inconclusive = between about 30% and that limit; note: 0% is about no effect
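Fluo-8 calcium influx in TRPV1-expressing cells, kinetic read (ex 480/em 520 nm). Compound added and read 3 min for agonist activity, followed by capsaicin at EC20 final and 2 min further read for enhancement.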
USP2a block = USP2a (human) protease inhibition | O75604 | USP2 core, Ub-CHOP2 coupled fluorogenic reporter, 485/531 | Potency, µM (doses to about 38.3 µM), inactives show top-dose activity change, negative = inhibition, actives largely listed as inhibitors | 330,000 tested, 0.01% active;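 note: potency is the fitted concentration of half-maximal effect; plate controls were DMSO wells for no effect and full inhibition by NEM control for full effect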
Target sequence (O75604 whole entry, looked up): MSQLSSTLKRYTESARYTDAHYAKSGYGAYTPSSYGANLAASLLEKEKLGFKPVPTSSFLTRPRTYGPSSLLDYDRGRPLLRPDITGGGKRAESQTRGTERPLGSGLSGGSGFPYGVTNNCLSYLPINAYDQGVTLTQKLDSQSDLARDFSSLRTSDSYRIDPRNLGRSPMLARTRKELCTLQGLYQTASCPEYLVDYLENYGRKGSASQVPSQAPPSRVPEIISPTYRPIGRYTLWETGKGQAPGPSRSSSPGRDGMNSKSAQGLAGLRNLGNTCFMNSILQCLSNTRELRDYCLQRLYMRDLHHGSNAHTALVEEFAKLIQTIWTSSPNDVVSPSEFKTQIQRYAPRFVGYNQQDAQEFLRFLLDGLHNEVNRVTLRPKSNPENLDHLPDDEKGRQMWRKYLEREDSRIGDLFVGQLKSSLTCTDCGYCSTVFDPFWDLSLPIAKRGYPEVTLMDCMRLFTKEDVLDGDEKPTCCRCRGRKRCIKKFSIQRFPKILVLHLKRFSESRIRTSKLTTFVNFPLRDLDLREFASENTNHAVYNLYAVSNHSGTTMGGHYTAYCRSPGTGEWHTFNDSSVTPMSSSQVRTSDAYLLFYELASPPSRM
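Cell-free coupled assay: 10nM USP2 core preincubated 30min RT with compound in Tris-HCl pH 8.0/CaCl2/CHAPS buffer, then 25nM Ub-CHOP2 and 25nM reporter substrate; fluorescence (Ex 485/Em 531) read after 60min RT, normalized to NEM inhibition, concentration-response curves fitted.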
uPA generation = inhibitors of cell surface uPA generation | 330,000 tested, 0.31% active | Potency, µM (top dose mostly 38.3 µM), for inactives: at the top dose activity change, negative = inhibition, most hits filed as inhibitors | AID 540303 | cell surface uPA generation assay, qHTS; active = well fitted inhibition curve with a large enough effect; inconclusive = small, poorly fitted or top-dose-only effect; inactive = no such curve, though single readings can be large or run the other way; tested in mouse RAW 264.7 cells; note: potency is the fitted concentration of half-maximal effect; % is set by controls: 0 for no effect and ±100 for the full control effect; nearly all actives have a fitted effect of over 55% in size
a7 integrin act = activates integrin-mediated alleviation for muscular dystrophy | 350,000 tested, 0.064% active | Potency, µM (top dose mostly 38.3 µM), inactives show at the highest dose activation, most hits filed as activators | AID 624291 | alpha7betagal myoblasts, beta-gal FDG fluorescence, 48 h;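 note: potency is the fitted concentration of half-maximal effect; 100% = response of the positive control SU9516; nearly all actives have a fitted effect of over 60% in size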
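alpha7betagal+/- myoblasts (passage 13, 250/well) treated 48 h at 37C with compounds at 1:260 dilution of DMSO stock. Lysed, then beta-galactosidase activity read as FDG fluorescence (ex 480/em 540) after 30 min, with pre-read for autofluorescence.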
ELG1 genotox = genotoxicity induction in ELG1-luciferase HEK293T cells; HEK293T ELG1-luciferase reporter, luminescence, 16 h; Potency, µM (series often up to 46 µM), for inactives: at the top dose activity change, positive = activation, most hits filed as activators; 330,000 tested, 1.3% active; note: potency is the fitted concentration of half-maximal effect; % of control where 0% means no effect; nearly all actives have a fitted effect of over 60% in size
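Reporter readout depends on ELG1 protein level, which increases with genetic stress. After 16 hr compound exposure at 37 °C, luciferase activity was quantified using ONE-Glo.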
Starred values were filed as active, the others as inactive; u = inconclusive; x = no result given; [ ] = dose if it differs, or a comment. Unless noted, calls come from the whole dose curve; as a rule, active = well fitted curve in the direction sought with a large enough effect; inconclusive = small, poorly fitted or top-dose-only effect, or another doubt; inactive = no such curve, though single readings can be large; an effect the other way counts as inactive or inconclusive.

entry	canonical_smiles	TSG101-PTAP inh	p53 reactivation	BRCA1 expr act	Eya2 phos inh	B2AR arrestin	ASM inhibitor	TRPV1 ag	USP2a block	uPA generation	a7 integrin act	ELG1 genotox
1	O=C(CN1C(=O)NC2(CCCCC2)C1=O)Nc1ccc(N2CCOCC2)cc1	-1%	-11%	-2%	-6%	-0.6%	-3%	6	0%	2%	9%	-1%
2	CCN(CC)CCNC(=O)c1ccc(NC(=O)Cc2ccsc2)cc1	-1%	1%	10%	9%	0.5%	4%	2	3%	-1%	u	15%
3	NC(=O)c1ccc(SCC(=O)NC2CCCCC2)c([N+](=O)[O-])c1	-7%	-3%	-25%	-5%	0.4%	1%	6	11%	-4%	u	-1%
4	Clc1ccccc1OCCCCN1CCNCC1	1%	x	21%	-8%	-0.2%	0%	-6	-9%	-7%	-18%	x
5	Cc1cccc(NC2CCCCC2NS(=O)(=O)c2ccccc2)c1 (configuration not stated)	-3%	17%	0%	4%	-0.2%	-3%	u	-1%	4%	24%	1%
6	CC(=O)NC(=S)Nc1ccc(N2CCOCC2)c(S(=O)(=O)Nc2cc(Cl)ccc2Cl)c1	-3%	-4%	-5%	12%	0.3%	-12%	2	-1%	-10%	-5%	-7%
7	O=C(N=C1SC2CS(=O)(=O)CC2N1c1ccccc1Cl)C1CCCO1 (configuration not stated)	2%	9%	0%	0%	0.5%	2%	-1	0%	0%	0%	2%
8	Cc1ccc(S(=O)(=O)N2CCC(C(=O)OC(C)C(=O)N3CCOCC3)CC2)cc1 (configuration not stated)	-1%	2%	-6%	17%	-0.1%	1%	15	2%	1%	-4%	-8%
9	C=CCN(CC=C)Cc1nc(N)nc(Nc2ccccc2C)n1	0%	-2%	-13%	2%	0.5%	4%	2	3%	4%	5%	1%
10	COc1c(F)c(F)c(C(=O)Nc2ccc(NC(=O)Cc3ccccc3)cc2)c(F)c1F	-4%	-1%	26%	13%	-0.4%	-2%	1	9%	2%	16%	16%
11	Cc1ccc(-c2ccc(S(=O)(=O)NCC3CCCO3)cc2)cc1 (configuration not stated)	-4%	-2%	-3%	-3%	0.0%	9%	4	2%	4%	0%	-5%
12	Cc1occc1C(=O)NNC(=O)C1CCCC1	-2%	-4%	-3%	-4%	0.3%	3%	1	0%	2%	-9%	0%
13	Cc1oc(-c2ccc(Cl)cc2)nc1CN1CCC(C(=O)NCc2cccs2)CC1	-5%	3%	-20%	1%	0.4%	-1%	4	0%	-8%	-40%	-1%
14	S=c1nc[nH]c2c1ncn2-c1ccc(Cl)cc1	2%	x	-11%	x	x	-2%	x	x	2%	-14%	x
15	CCn1cc(C(=O)N2CCN(c3ccccn3)CC2)c(=O)c2cc(S(=O)(=O)N(C)C3CCCCC3)ccc21	u	2%	-23%	8%	0.2%	-1%	3	1%	u	-19%	-3%
16	Cc1ccccc1C(=O)Nc1ccccc1C(=O)NCc1ccccc1	-7%	1%	-29%	-7%	-0.1%	-8%	u	-4%	-4%	0%	-13%
17	O=C(Nc1ccc(Cl)cc1)N1CCOC12CCCCC2	-4%	-4%	61%	-16%	-0.2%	3%	3	4%	-1%	0%	0%
18	O=C(NNS(=O)(=O)c1ccc(C(=O)NC2CCCC2)cc1)c1ccncc1	-4%	10%	14%	6%	0.1%	5%	4	0%	-1%	-7%	1%
19	Cn1nnc2cc(NC(=O)Nc3cccc(C(F)(F)F)c3)ccc21	-1%	0%	12%	5%	0.5%	1%	0	0%	-6%	-3%	2%
20	COCCN(CC(=O)NC1CCCCC1)C(=O)c1csnn1	-7%	-1%	9%	12%	0.3%	4%	2	2%	1%	0%	-3%
21	COCCn1c(C)cc(C(=O)COC(=O)c2cncc(Br)c2)c1C	-1%	u	u	0%	-0.6%	-1%	10	2%	5%	7%	u
22	CCOc1ccc(Nc2nnc(SCc3nc4ccccc4c(=O)[nH]3)s2)cc1	1%	6%	-37%	3%	0.5%	1%	1	0%	-5%	-55%[inhibitor]	7%
23	O=C(Nc1cccc2c1C(=O)NC2=O)c1ccc(S(=O)(=O)N2CCCC2)cc1	1%	-4%	-53%	20%	0.0%	112%[activator]	-2	1%	-6%	18%	1%
24	O=C(CC1(C(F)(F)F)OCCO1)Nc1ccc2c(c1)OCO2	-2%	7%	52%	-6%	-0.3%	1%	-2	-1%	-5%	13%	5%
25	O=C(Nc1nncs1)c1ccc2c(c1)OCO2	-3%	14%	65%	6%	0.5%	-1%	2	-1%	0%	0%	u
26	CCCc1nnc(-c2cc(OC)c(OC)c(OC)c2)o1	-1%	-11%	-36%	1%	-0.2%	6%	6	-1%	-2%	-7%	6%
27	O=C(O)/C(=C\c1ccc(Br)cc1)c1ccc(S(=O)(=O)N2CCCCC2)s1	-6%	-10%	-11%	4%	-0.3%	13%	2	-1%	0%	2%	1%
28	Cn1c(=O)[nH]c(=O)c2c1ncn2CCN1CCOCC1	-5%	0%	8%	-19%	3.3%	-1%	2	3%	-8%	u	-5%
29	Cc1ccc(S(=O)(=O)NCC(=O)NCC(=O)OC(C(=O)NC(N)=O)C(C)C)cc1C (configuration not stated)	0%	3%	11%	6%	0.1%	1%	-4	9%	3%	-31%	0%
30	Cc1ccc(C(=O)C(O)C(c2ccc(C)cc2)N2CCCCC2)cc1 (configuration not stated)	1%	-2%	-3%	12%	0.0%	-2%	7	1%	1%	3%	-4%
31	Cc1c(CCC(=O)O)c(=O)oc2cc3occ(-c4ccc(Br)cc4)c3cc12	-9%	-4%	-17%	-5%	0.4%	11%[11.5 µM]	16	0%	-9%	-10%	0%
32	CCOc1cc(C(=O)NC(C)CCc2ccccc2)cc(OCC)c1OCC (configuration not stated)	-1%	x	-9%	0%	-1.2%	7%	u	0%	2%	u	4%
33	O=c1ccnc(S/C=C/c2ccccc2)[nH]1	-1%	u	56%	7%	0.5%	4%	0	1%	-16%	-1%	13%
34	CCN(CC(=O)Nc1ccccc1C(F)(F)F)C(=O)CSCC(=O)Nc1cc(C)on1	1%	-2%	-28%	17%	0.0%	-3%	9	-1%	3%	-8%	-3%
35	Cc1cc(CNC(=O)C2CCC(=O)N(CCc3ccc(Cl)cc3)C2)no1 (configuration not stated)	-2%	16%	-2%	0%	3.9%	x	0	1%	-3%	-19%	0%
36	Clc1ccc(Nc2nc3cccnc3s2)cc1	-2%	u	u	1%	-1.0%	1%	-1	11%	-1%	-21%	u
37	Cc1cc([N+](=O)[O-])c(NC2CCCCC2)c([N+](=O)[O-])c1	-4%	x	1%	x	x	-9%	x	x	7%	-12%	x
38	COc1ccc2c(c1)C(C)=CC(C)(C)N2C(=O)Nc1ccccc1	-4%	1%	-34%	7%	5.3%	331%[activator]	1	-1%	5%	14%	0%
39	O=C1CSC(=S)N1/N=C/c1cc(Br)ccc1O	x	8%	x	-15%	-0.8%	x	1	1%	x	x	0%
40	O=C(CSc1nnc(-c2ccco2)n1Cc1ccco1)NCc1ccccc1	-2%	-3%	0%	-4%	0.3%	3%	3	5%	-1%	18%	-2%
41	CCOC(=O)Cc1csc(NS(=O)(=O)c2ccc3ccccc3c2)n1	-5%	0%	-12%	1%	-0.2%	4%	-1	2%	7%	-6%	1%
42	CCCCn1c(N)c(N(CCOC)C(=O)c2cc(-c3ccco3)nc3ccccc23)c(=O)[nH]c1=O	-3%	-5%	0%	11%	0.1%	x	-5	1%	-5%	14%	0%
43	O=c1c(Cl)nc2cc(Cl)ccc2n1CCNc1ncc(C(F)(F)F)cc1Cl	0%	-1%	-5%	-5%	0.0%	-2%	7	1%	-4%	-5%	-9%
44	CC(C)CN1C(=O)C(=O)N(CC(=O)Nc2cccc(Cl)c2Cl)C1=O	-2%	-9%	2%	-22%	0.0%	4%	2	0%	5%	11%	1%
